High-throughput results (PubChem BioAssay)
PhoP GFP inhibition – Inhibition of PhoP regulon, Salmonella typhi GFP reporter cells, confirmation, 4 h (AID 1850). Salmonella Typhi PhoP-promoter GFP reporter, fluorescence, 4 h; higher % means a stronger effect. inhibition, % at 50 µM; hits with a dose series show IC50 in µM. actives 0.33% (n = 310,000); in the data active means a potency from the dose series; inconclusive means inhibition mostly from about 25% at the one dose, without a potency; inactive means the rest, 99 in 100 with inhibition below about 19%;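 further: 0% = induced wells with vehicle and 100% = uninduced wells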
H1N1 NS1A inhibition – H1N1 influenza NS1A inhibitors, functional cell based assay (AID 504329) | inhibition, % at 12.5 µM, or IC50 in µM where a hit was titrated | NS1A functional cell-based assay, percent inhibition; higher % means a stronger effect | actives 0.3% (n = 340,000); in the data active means a potency from the dose series; inconclusive means inhibition above about 27% without an active follow-up result; further: strong numbers were not always called active
H37Rv inhibition – M. tuberculosis growth inhibition, HTS (AID 449762); M. tuberculosis H37Rv growth inhibition, 7H9 media; higher % means a stronger effect; inhibition, % at 25 µM, or IC50 in µM where a hit was titrated; actives 0.59% (n = 330,000); in the data active means a potency from the dose series; inconclusive means inhibition above about 70% without an active follow-up result;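 further: bacterial growth assessed after seven days of incubation; strong numbers were not always called active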
M. tuberculosis – growth inhibition of non-replicating M. tuberculosis (AID 488890) | Mycobacterium tuberculosis non-replicating, growth inhibition; higher % means a stronger effect | one-dose inhibition, % at 25 µM; IC50 in µM for titrated hits | actives 0.39% (n = 320,000); in the data active means a potency from the dose series; inconclusive means inhibition mostly from about 82% at the one dose, without a potency; inactive means the rest, 99 in 100 with inhibition below about 76%;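 further: plate controls were DMSO cells for no effect and high antibiotic wells for full effect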
inhibitors of VEEV – inhibitors of VEEV TC-83 cytopathic effect, confirmation, Vero cells (AID 588727) | inhibition, % at 20 µM, or IC50 in µM where a hit was titrated | Vero cells, VEEV TC-83 cytopathic effect inhibition; higher % means a stronger effect | actives 0.13% (n = 350,000); in the data active means a potency from the dose series; inconclusive means inhibition mostly from about 14% at the one dose, without a potency; inactive means the rest, 99 in 100 with inhibition below about 12%; further: strong numbers were not always called active
inhibitors of VEEV 10K pilot screen – further read-out of inhibitors of VEEV, marked with its call; inhibition, %; measured here: 10K pilot screen inhibition
Starred values were filed as active, the others as inactive; i = inactive; ? = inconclusive; · = no result given.

Preview, 4 compounds:
SMILES	PhoP GFP inhibition	H1N1 NS1A inhibition	H37Rv inhibition	M. tuberculosis	inhibitors of VEEV	others
CCC(C)[C@H](NC(=O)NCc1ccc(S(N)(=O)=O)cc1)C(=O)O (some centres not stated)	4%	3%	-5%	-2%	i
CCSc1nnc(NC(=O)C2CCCCC2C(=O)O)s1 (configuration not stated)	0%	-6%	-7%	7%	0.8%
CC1CCC(C(C)C)C(OC(=O)Cn2nnc3c(cnn3-c3ccccc3)c2=O)C1 (configuration not stated)	-2%	11%	5%	-2%	3.2%
O=C1C=C(c2cccc(CO)c2)C[C@@H](c2ccc3c(c2)OCO3)C1	·	2%	7%	-5%	0.6%

Main list (from the top)
SMILES	PhoP GFP inhibition	H1N1 NS1A inhibition	H37Rv inhibition	M. tuberculosis	inhibitors of VEEV	others
CCC(C)[C@H](NC(=O)NCc1ccc(S(N)(=O)=O)cc1)C(=O)O (some centres not stated)	4%	3%	-5%	-2%	i
CCSc1nnc(NC(=O)C2CCCCC2C(=O)O)s1 (configuration not stated)	0%	-6%	-7%	7%	0.8%
CC1CCC(C(C)C)C(OC(=O)Cn2nnc3c(cnn3-c3ccccc3)c2=O)C1 (configuration not stated)	-2%	11%	5%	-2%	3.2%
O=C1C=C(c2cccc(CO)c2)C[C@@H](c2ccc3c(c2)OCO3)C1	·	2%	7%	-5%	0.6%
O=C(CN1CCOCC1)Nc1ccccc1C(=O)O	11%	6%	-5%	-1%	i
O=C(c1ccncc1)c1ccc([N+](=O)[O-])cc1	4%	-3%	-4%	5%	4.8%
CCC(CC)C(=O)NCCCN1CCOCC1	-5%	0%	-1%	-22%	1.7%
CCOC(=O)CC(=O)CSc1ncnc2c1nnn2-c1ccccc1	-2%	4%	8%	-5%	1.3%
CCC(=O)Nc1nnc(S(=O)(=O)N(C)c2cc(C)cc(C)c2)s1	-9%	-8%	1%	10%	2.9%
COc1ccc(CN2C(=O)c3ccccc3C2=O)cc1C(=O)N(C)CC(=O)Nc1ccc(F)cc1	·	-15%	-8%	-5%	1.0%
COc1cc(C(=S)N2CCOCC2)cc(OC)c1OS(=O)(=O)c1ccc(Cl)cc1	2%	1%	8%	13%	0.2%
CCC(C)(C)n1nnnc1C(c1cc(OC)c(OC)c(OC)c1)N1CCN(c2ccccc2)CC1 (configuration not stated)	18%	0%	-1%	2%	3.0%
CCC(C)c1ccc(NC(=O)Nc2cnccn2)cc1 (configuration not stated)	7%	-10%	12%	40%	2.9%
CCOC(=O)c1sc(NC(=O)CSc2ncccn2)nc1C	-8%	0%	-5%	1%	1.7%
Cc1ccc(-n2nnnc2SCC(=O)NCC2(N3CCOCC3)CCCCC2)c(C)c1	·	-4%	·	·	5.2%
O=C(OCc1nnc(-c2ccccc2)o1)C1CC(=O)N(CCc2ccccc2)C1 (configuration not stated)	·	3%	-2%	-3%	0.8%
NS(=O)(=O)c1ccc(NC(=O)COC(=O)c2cnccn2)cc1	5%	-2%	-1%	-13%	0.4%
Cc1nnc(SCc2cccc(Cl)c2)n(N)c1=O	5%	-6%	50%	48%	0.6%
COC(=O)n1c(SC)nc2ccccc21	-2%	-2%	3%	-1%	0.9%
O=C(CSc1n[nH]c(-c2ccccc2)n1)c1ccccc1	·	-2%	-8%	·	1.5%
Cc1ccccc1Cn1cc(NS(=O)(=O)c2cn(C)nc2C)cn1	-7%	-5%	-4%	-7%	1.4%
O=C(O)CCCNc1cc(N2CCN(C(=O)c3ccco3)CC2)c2noc3c2c1C(=O)c1ccccc1-3	-53%	25%	8%	5%	6.8%
CN1/C(=C\C=N\O)C(C)(C)c2ccccc21	-7%	-8%	7%	-6%	0.5%
O=C(c1[nH]ncc1-c1ccc(Cl)cc1)C1CO1 (configuration not stated)	4%	·	-10%	?	?

Three entries drawn at random from those above, as already listed:
SMILES	PhoP GFP inhibition	H1N1 NS1A inhibition	H37Rv inhibition	M. tuberculosis	inhibitors of VEEV	others
Cc1nnc(SCc2cccc(Cl)c2)n(N)c1=O	5%	-6%	50%	48%	0.6%
O=C(CSc1n[nH]c(-c2ccccc2)n1)c1ccccc1	·	-2%	-8%	·	1.5%
Cc1ccccc1Cn1cc(NS(=O)(=O)c2cn(C)nc2C)cn1	-7%	-5%	-4%	-7%	1.4%

(next part)
SMILES	PhoP GFP inhibition	H1N1 NS1A inhibition	H37Rv inhibition	M. tuberculosis	inhibitors of VEEV	others
O=C(c1cc(-c2ccc(Cl)c(Cl)c2)on1)N1CCCCC1	2%	8%	2%	20%	2.7%
Cc1ccc(-c2csc(NCCc3nc4cc(Cl)c(Cl)cc4n3CCCO)n2)cc1	7%	10%	-9%	18%	3.6%
COc1cccc(N(CC(=O)NC2CCCC2)C(=O)CCC(=O)Nc2cc(C)on2)c1	10%	-14%	-5%	1%	0.8%
Cn1c(=O)n(CC(=O)N2CCN(c3nnc(-c4ccccc4)c4ccccc34)CC2)c2ccccc21	-9%	2%	-21%	20%	3.0%	inhibitors of VEEV 10K pilot screen=0.2
NC(=O)C1CCN(C2CC(=O)N(Cc3cccs3)C2=O)CC1 (configuration not stated)	-5%	-3%	3%	?	1.2%
COc1cc(/C=N/NC(=O)Cc2cccs2)c([N+](=O)[O-])cc1OC	1%	7%	-2%	-6%	0.9%
CCOC(=O)c1cc(/C(C)=N/OC(=O)c2ccc(C(C)(C)C)cc2)on1	3%	-2%	13µM*	?	i
CCCCn1c(N)c(N(CCC(C)C)C(=O)c2ccc(N3CCCC3=O)cc2)c(=O)[nH]c1=O	3%	-6%	-4%	15%	2.7%
COc1ccccc1CNc1cc(CSc2ccc(Cl)cc2)nc(C)n1	12%	-13%	58%	1%	3.1%
Cc1ccc(CS(=O)(=O)Cc2ccc(C(=O)NCc3ccccn3)o2)cc1	0%	3%	-8%	11%	0.4%
CC(C)(C)N(Cc1ccccc1)C(=O)COC(=O)CSc1ccc([N+](=O)[O-])cc1	4%	-4%	?	?	0.5%
COc1ccc(CCNC(=O)c2cc(=O)c3cc(C)ccc3o2)cc1	7%	3%	3%	18%	3.6%
C#CCOCCOCCOCCNc1nc(N2CCN(C(=O)[C@H](Cc3ccc(O)cc3)n3cc(CCO)nn3)CC2)nc(N2CCN(C(=O)[C@H](Cc3ccc(O)cc3)n3cc(CCO)nn3)CC2)n1	9%	·	2%	3%	·
CSc1ccc(C(=O)C2CCCN(Cc3ccc(N4CCNC4=O)cc3)C2)cc1 (configuration not stated)	4%	-7%	8%	25%	0.6%
O=c1[nH]c(CSc2nnc(-c3ccncc3)n2Cc2ccco2)nc2ccccc12	3%	4%	-12%	-4%	0.7%
COc1ccccc1CNC(=O)CSc1ccc(C(=O)Nc2ccccc2OC)cc1[N+](=O)[O-]	-1%	-15%	21%	7%	1.8%
O=S(=O)(Nc1ccc(S(=O)(=O)Nc2cccc3ccccc23)cc1)c1ccccc1	-10%	1%	-16%	7%	0.8%
Cc1cccc(S(=O)(=O)NC(Cc2c[nH]c3ccccc23)C(=O)O)c1 (configuration not stated)	-1%	-2%	10%	1%	0.8%
COc1ccc(CNC(=O)CN(c2ccccc2OC)S(=O)(=O)c2cccs2)cc1	·	-3%	-1%	21%	9.3%
Cc1cc(C)n2nc(C(=O)OCC(=O)NCc3ccc(F)cc3)nc2n1	·	-12%	-6%	-4%	2.7%
Cc1ccsc1C(=O)C1CCCN(Cc2ccn[nH]2)C1 (configuration not stated)	15%	-10%	-4%	15%	3.1%
Cc1ccc(/C=C2\SC(N3CCN(C(c4ccccc4)c4ccccc4)CC3)=NC2=O)o1	-10%	7%	?	68%	3.5%
Cc1cccc(Oc2coc3cc(OC(=O)c4cc5ccccc5oc4=O)ccc3c2=O)c1	1%	-4%	-7%	38%	i	inhibitors of VEEV 10K pilot screen=2.1
CCc1cc(CNC(=O)c2cccc(OC3CCN(S(C)(=O)=O)CC3)c2)on1	-10%	-3%	11%	45%	2.3%
COc1ccccc1-n1c(SCC(N)=O)nnc1-c1ccccc1	-5%	1%	-1%	-6%	7.0%
O=C1c2ccc(-c3nc4ccccc4o3)cc2C(=O)N1Cc1cccnc1	7%	·	6%	1%	·
Oc1ccc(Cl)cc1-c1cc(-c2cccc(Br)c2)n[nH]1	2%	-2%	?	-2%	9.3%
CC(=O)NC12CC3CC(C1)CC(C(=O)Nc1nccs1)(C3)C2	5%	2%	0%	0%	0.7%
O=S1(=O)N=C(Nc2nc3c(s2)CCCC3)c2ccccc21	0%	-27%	?	?	7.5%
COCCCN1C(=O)C(=O)/C(=C(/O)c2ccc(OC)cc2)C1c1ccc(O)c(OC)c1 (configuration not stated)	-12%	4%	-6%	11%	1.9%
Cc1nn(C)c(C(=O)NNC(=S)Nc2ccc(Cl)cc2)c1[N+](=O)[O-]	2%	2%	7%	?	4.8%
COc1cccc2c1c(NC(=O)c1cc(C)on1)nn2C	-6%	-16%	-2%	2%	4.4%
COc1cccc(OC)c1C(=O)Nc1ccncc1	18%	-1%	-3%	9%	i
COCCn1c(N)c(NCc2ccccc2)c(=O)n(CC(=O)Nc2cc(C)ccc2C)c1=O	-6%	6%	-3%	-4%	9.1%
NC(=O)[C@H]1CC2(CC(c3cccc(NC(=O)COc4ccc(Cl)cc4)c3)=NO2)CN1C(=O)Cc1ccc([N+](=O)[O-])cc1 (some centres not stated)	0%	8%	-4%	9%	1.5%	inhibitors of VEEV 10K pilot screen=2.0
CCn1nnnc1SCC(=O)N1c2ccccc2NC(=O)CC1C (configuration not stated)	·	2%	-7%	-9%	0.7%
Cc1cc(C(C)(C)C)cc(S(=O)(=O)Nc2cccc(C(=O)O)c2)c1C	6%	1%	-12%	5%	2.4%
C/C(=N/NC(=O)CNc1ccc(C)cc1)c1ccc(Br)s1	7%	8%	6%	15%	1.3%
CCN(c1ccccc1)S(=O)(=O)c1ccc2c(c1)CC(C)N2C(=O)C1CC1 (configuration not stated)	6%	1%	3%	17%	1.2%
CCc1cc2c(=O)c(-c3nc4ccccc4n3C)c(C)oc2cc1OC(C)=O	-7%	4%	22%	19%	0.9%
Fc1ccccc1N1CCN(c2nnnn2-c2ccccc2)CC1	10%	-4%	3%	20%	i
NC(=S)N/N=C1\CC(n2nnnc2-c2ccccc2)C2COC1O2 (configuration not stated)	-2%	-1%	-1%	47%	1.0%
COc1ccc(CC(=O)NNC(=O)CN(C)S(=O)(=O)c2ccc(Cl)cc2)cc1OC	·	7%	-2%	-10%	i
CCN1CCN(c2nc3c(C)cccn3c(=O)c2/C=C(\C#N)C(=O)NCCCOC)CC1	3%	-5%	-7%	-10%	1.3%
Cc1ccc(NC(=O)CCN2C(=O)c3cccc([N+](=O)[O-])c3C2=O)c(Br)c1	0%	-7%	7%	40%	1.2%
CC1CCN(c2ccc(C(=O)O)cc2N)CC1	-1%	6%	-8%	-9%	i
CCOC(=O)/C=C1\SCC(=O)N1CC(=O)NC1CCCCC1	10%	-2%	5%	7%	i
C=CCNC(=S)NC(=O)c1oc2ccccc2c1C	-11%	6%	10%	3%	1.2%
O=C1C(Cc2ccccc2)Nc2ncnc(N3CCCCC3)c2N1Cc1ccc(Cl)cc1 (configuration not stated)	-9%	6%	16%	54%	0.9%
OCc1nc2ccccc2n1CCc1ccccc1	-1%	4%	6%	12%	0.3%
O=C(CN1CCCCC1)Nc1ccccc1Cl	13%	-2%	-1%	9%	0.3%
O=C(ON=C1CCN(S(=O)(=O)c2ccccc2)CC1)c1ccc(F)cc1	-4%	-3%	-9%	30%	6.2%
Cc1cccc(NS(=O)(=O)c2ccc(-n3cccn3)cc2)c1C	10%	3%	5%	8%	3.3%
CCOC(=O)/C(=N\Nc1cc(Cl)ccc1Cl)N1CCN(C)CC1	0%	0%	3%	26%	i
CCCN1C(=O)C2(C(C(=O)c3ccc(C)o3)=C(O)C(=O)N2CCCN2CCOCC2)c2ccccc21 (configuration not stated)	-1%	-5%	·	·	4.0%
CCOC(=O)Cc1csc(NC(=O)CSc2nnc(C(C)C)n2C)n1	-8%	1%	5%	-6%	i
COc1ccc(NC(=O)C(C)N2C(=O)c3ccccc3C2=O)c(OC)c1 (configuration not stated)	7%	·	-1%	-10%	0.7%
Cc1ccccc1OCC(=O)NNC(=O)c1ccc2c(=O)n3c(nc2c1)CCC3	5%	0%	1%	-5%	i
CCOC(=O)C1=C(C)N(C[C@@H]2CC[C@@H](Cc3ccc(-c4ccccc4)cc3)O2)C(=O)NC1c1cccc2ccccc12 (some centres not stated)	·	1%	·	·	0.7%
O=C(NCc1ccccn1)C(=O)NCC1OCCCN1S(=O)(=O)c1ccc(F)cc1 (configuration not stated)	-6%	14%	-19%	-5%	0.5%
